Assay outcomes: PubChem, National Center for Advancing Translational Sciences (NCATS)
DRD3 antagonist: antagonists of human D3 dopamine receptor; P35462; D3R cells, DiscoveRx beta-arrestin luminescence, antagonist mode; stronger effect = lower value; max response, negative = inhibition, %; 2.5% of 360,000 active; AID 652054; in the data active = max response below about -50%; inconclusive = no clear call, values can overlap the other calls; note: % is set by controls: 0 for no effect and ±100 for the full control effect; mostly tested at two doses, the higher about 12 µM
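Cells plated overnight at 1500 cells/well, then exposed to library compounds with dopamine controls for 90 minutes at 37 degrees C. DiscoveRx reagent added for 30–60 minutes at room temperature; luminescence read, quantitative HTS format.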
FUS suppressor: FUS proteinopathy suppression in yeast | S. cerevisiae FUS-expressing, growth rescue, OD600, 24 h | Potency, µM (series often up to 76.6 µM), inactives show at the top dose growth rescue (activation), usual class: activators | 0.24% of 390,000 active;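 note: potency is the fitted concentration of half-maximal effect; plate controls were DMSO vehicle for no effect and reference control for full effect; nearly all actives have a fitted effect of over 55% in size; some results filed as inactive show a strong effect at the top dose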
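Steps: raffinose overnight preculture; dilution to OD 0.005 in 2% galactose minimal medium; compound addition (concentration series); 24hr at 30C, 99% humidity; absorbance read at 600 nm.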
aSyn rescue: alpha-synuclein toxicity inhibition in yeast; Yeast expressing alpha-synuclein, growth rescue, BacTiter-Glo, 24 h; Potency, µM (top dose mostly 46.1 µM), inactives show at the top dose growth rescue (activation), usual class: activators; 0.14% of 370,000 active; AID 652106; note: potency is the fitted concentration of half-maximal effect; % of control where 0% means no effect; nearly all actives have a fitted effect of over 65% in size
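Readout is rescue of growth in alpha-synuclein-expressing yeast, so inhibitors of toxicity appear as activators. Growth after 24 hr at 30 deg C in galactose medium is quantified by luminescence.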
EPAC2 antag: EPAC2 (human) antagonism; EPAC2 GEF exchange of Rap1B-BODIPY-GDP, fluorescence; Potency, µM (highest dose often 114 µM), inactives show top-dose activity, negative = inhibition, hits mostly inhibitors; 0.18% of 360,000 active; note: potency is the fitted concentration of half-maximal effect; % is set by controls: 0 for no effect and ±100 for the full control effect; nearly all actives have a fitted effect of over 45% in size; many of its hits are not listed in these tables
Target sequence (Q8WZA2 whole entry, looked up): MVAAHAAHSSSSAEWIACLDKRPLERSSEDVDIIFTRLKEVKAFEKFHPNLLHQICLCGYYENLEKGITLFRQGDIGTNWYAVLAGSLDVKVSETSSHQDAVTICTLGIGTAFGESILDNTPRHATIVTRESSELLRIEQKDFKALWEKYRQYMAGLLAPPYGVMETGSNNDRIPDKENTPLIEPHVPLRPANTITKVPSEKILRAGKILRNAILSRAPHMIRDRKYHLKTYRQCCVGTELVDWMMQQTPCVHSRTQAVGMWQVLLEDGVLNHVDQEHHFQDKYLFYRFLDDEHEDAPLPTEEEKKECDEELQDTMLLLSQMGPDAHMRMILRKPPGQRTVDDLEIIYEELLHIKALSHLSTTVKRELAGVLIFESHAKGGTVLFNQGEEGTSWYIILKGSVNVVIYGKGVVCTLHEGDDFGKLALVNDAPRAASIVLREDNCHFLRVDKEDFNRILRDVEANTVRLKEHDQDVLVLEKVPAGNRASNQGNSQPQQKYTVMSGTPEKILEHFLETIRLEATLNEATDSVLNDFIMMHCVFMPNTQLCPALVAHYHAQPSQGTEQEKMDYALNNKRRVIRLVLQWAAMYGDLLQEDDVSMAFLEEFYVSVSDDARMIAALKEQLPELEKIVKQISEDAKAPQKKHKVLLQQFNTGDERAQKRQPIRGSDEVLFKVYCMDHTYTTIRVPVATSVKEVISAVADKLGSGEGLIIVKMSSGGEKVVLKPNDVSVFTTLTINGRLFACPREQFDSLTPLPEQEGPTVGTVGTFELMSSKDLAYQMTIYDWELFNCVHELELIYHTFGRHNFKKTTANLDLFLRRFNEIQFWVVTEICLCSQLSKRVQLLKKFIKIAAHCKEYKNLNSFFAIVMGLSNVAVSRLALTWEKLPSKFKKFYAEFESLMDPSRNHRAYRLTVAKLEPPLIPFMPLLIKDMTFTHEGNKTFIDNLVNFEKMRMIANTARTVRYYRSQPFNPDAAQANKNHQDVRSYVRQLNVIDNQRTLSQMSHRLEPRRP
D3 ag: activates the human D3 dopamine receptor; D3R DiscoveRx beta-arrestin cells, luminescence, 90 min; max activation, %; 0.58% of 410,000 active; in the data active = max activation above about 30%; note: 0% is about no effect; mostly tested at two doses, the higher about 12 µM
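Agonist-mode cell screen: cells plated at 1500/well and incubated overnight at 37 °C, then exposed to library compounds for 90 min at 37 °C. Detection reagent was added for 30–60 min at room temperature, and luminescence was read.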
TDP-43 yeast inh: inhibitors of TDP-43 toxicity in yeast; Potency, µM (top dose mostly 46.1 µM), without a hit: at the highest dose growth rescue (activation), usual class: activators; TDP-43 expressing yeast growth rescue, BacTiter-Glo, 24 h; 1.8% of 410,000 active; note: potency is the fitted concentration of half-maximal effect; % of control where 0% means no effect; nearly all actives have a fitted effect of over 50% in size
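Growth rescue of TDP-43-toxic yeast measured as ATP luminescence (BacTiter-Glo). Cells grown to mid-log in raffinose, induced in galactose at OD600=0.02, exposed to compound 24 hr at 30 deg C.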
EPAC2 ag: agonists of human EPAC2 (RAPGEF4) | EPAC2 activation, biochemical qHTS; response scale: 100% = 6.5 mM cAMP response | 0.079% of 360,000 active | Potency, µM (doses to about 154 µM), for the others: at the top dose activation, hits mostly activators | Q8WZA2; note: potency is the fitted concentration of half-maximal effect; nearly all actives have a fitted effect of over 50% in size
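Fluorescence exchange assay: 100 nM EPAC2 with 250 nM RAP1B-BODIPY-GDP and 50 uM GDP; compounds tested as a concentration-titration series (qHTS). Loss of Rap1-bound BODIPY-GDP fluorescence read at 480/540 nm; data normalized to 6.5 mM cAMP.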
Abeta rescue: restores growth of yeast expressing A-beta42 peptide; yeast expressing A-beta42, growth rescue, OD600, 48 h; response scale: 0% DMSO, 100% iron-clioquinol control; Potency, µM (doses to about 46.1 µM), inactives show top-dose growth rescue, most hits filed as activators; 0.063% of 410,000 active; AID 1347071; note: potency is the fitted concentration of half-maximal effect; nearly all actives have a fitted effect of over 55% in size
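Yeast growth medium received pinned compounds, then yeast cells expressing toxic A-beta were added; plates incubated at 30 C for 48 hr. Growth read as absorbance at 600 nm, normalized to DMSO and equimolar FeCl3 plus clioquinol controls.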
The depositor's hits bear a star; ? = inconclusive; . = no result given; & = joins results of further samples; [ ] = dose if it differs, or a comment. Unless noted, calls come from the whole dose curve; as a rule, active = well fitted curve in the direction sought with a large enough effect; inconclusive = small, poorly fitted or top-dose-only effect, or another doubt; inactive = no such curve, though single readings can be large; an effect the other way counts as inactive or inconclusive. A portion of the library; count on the stated rates, not on these rows.

SMILES	DRD3 antagonist	FUS suppressor	aSyn rescue	EPAC2 antag	D3 ag	TDP-43 yeast inh	EPAC2 ag	Abeta rescue
COc1ccc2c(COC(=O)CNC(=O)C34CC5CC(CC(C5)C3)C4)cc(=O)oc2c1	-11	?	-1%	1%	1	14%	-7%	-7%
O=C(O)/C(=C\c1ccccc1Cl)c1ccc(S(=O)(=O)N2CCCCC2)s1	-9	9%	1%	-5%	0	11%	-5%	-1%
COc1ccc(S(=O)(=O)N2CCC(C(=O)NCCC3=CCCCC3)CC2)cc1OC	19	12%	6%	-1%	-3	-22%	8%	-6%
O=C(CCn1cnc2ccccc21)N/N=C/C=C/c1ccccc1	32	1%	1%	-2%	21	-11%[1.82 µM]	5%	-10%
CC(=O)c1sc(N/N=C\c2ccc(Br)cc2)nc1C	3	0%	1%	10%	1	0%	0%	-3%
N=c1c2c(ncn1CCCO)Oc1ccc3ccccc3c1C2c1ccccc1 (stereo not given)	15	35%	0%	-18%	-4	-8%	-1%	-1%
O=C(O)c1ccc(CNC(=O)c2ccc(C(F)(F)F)cc2)cc1	-14	1%	5%	2%	3	25%	-3%	-1%
O=C(CC(c1ccccc1)c1ccco1)Nc1nccs1 (stereo not given)	-3	.	0%	17%	-10	0%	19%	-3%
O=C(Nc1ccccc1)C1=C[C@@H](c2csc3ccccc23)C[C@@H](OCc2ccc(CO)cc2)O1	-51*	?	8%	-1%	-32	?	15%	3%
CC(C)c1nn2c(=O)cc(COC(=O)c3ccc(NC(=O)COc4ccccc4)cc3)nc2s1	.	-11%	.	.	5	0%	.	-8%
O=C(OCC1OC(Oc2ccc(O)cc2)C(O)C(O)C1O)c1ccccc1 (stereo not given)	-3	-10%	2%	12%	-7	21%	1%	-14%
O=C(O)c1cc(S(=O)(=O)N2CCN(c3ccccn3)CC2)ccc1Cl	-1	32%	-1%	-2%	-5	-19%	0%	-4%
COc1ccc(OCC(=O)Nc2ccc3c(c2)nc(CCN2CCCC2)n3C)cc1	-18	23%	0%	-6%	-6	10%	1%	-2%
COc1ccc(CCNC(=S)Nc2ccc(C(C)C)cc2)cc1	-20	?	-3%	-8%	-10	?	13%	?
CC(C)CN(C(=O)CN(C)C(=O)Cc1ccc(Cl)cc1)c1c(N)n(CC(C)C)c(=O)[nH]c1=O	17	37%	2%	-1%	3	-9%	0%	3%
O=C(Nc1cccc(F)c1)N1C2CCC1CC(O)(c1cccnc1)C2 (stereo not given)	15	-30%	2%	-4%	4	-16%	4%	-19%
COc1ccc(C)cc1NC(=O)C1CCN(S(=O)(=O)c2ccc3c(c2)C(C)(C)C(=O)N3C)CC1	0	-5%	3%	-13%	2	?	-5%	6%
CCOc1ccc2nc(NC(=O)CN3C(=O)NC4(CCCC4)C3=O)sc2c1	-16	12%	0%	-1%	-15	8%	12%	1%
COc1ccc(NC(=O)c2ccc(CN3CCc4ccccc4C3)cc2)cc1OC	-64*	-11%	2%	5%	-15	10%	-1%	-2%
C=CCN1C(=O)C(O)(CC(=O)c2c(C)n[nH]c2C)c2cc(Br)ccc21 (stereo not given)	-8	18%	0%	-5%	6	-1%	3%	22%
CC(C)c1ccc(NC(=S)NC2CCN(Cc3ccccc3)CC2)cc1	?	.	2%	4%	-21	0%	7%	0%
CCc1ccc(CN(Cc2cccnc2)C(=O)/C=C/c2ccc(OC)cc2)cc1	2	?	4%	-8%	-4	1%	16%	5%
Cc1ccc(-c2nc(C(=O)Nc3cccc(C#N)c3)c3n2CCCCC3)cc1	.	-12%	0%	.	-8	1%	.	-10%
COc1ccccc1N(CC(=O)NC1CC2CCC1C2)S(=O)(=O)c1ccc(C)cc1 (stereo not given)	-8	.	1%	-10%	-3	-1%	11%	-16%
O=C(NCc1cccnc1)C(=O)NC1CCCCC1	0	-29%	0%	0%	3	2%	6%	1%

An excerpt of these results, with values under each structure:
Fields: DRD3 antagonist	FUS suppressor	aSyn rescue	EPAC2 antag	D3 ag	TDP-43 yeast inh	EPAC2 ag	Abeta rescue
> COc1ccc2c(COC(=O)CNC(=O)C34CC5CC(CC(C5)C3)C4)cc(=O)oc2c1
  -11	?	-1%	1%	1	14%	-7%	-7%
> O=C(O)/C(=C\c1ccccc1Cl)c1ccc(S(=O)(=O)N2CCCCC2)s1
  -9	9%	1%	-5%	0	11%	-5%	-1%
> COc1ccc(S(=O)(=O)N2CCC(C(=O)NCCC3=CCCCC3)CC2)cc1OC
  19	12%	6%	-1%	-3	-22%	8%	-6%
> O=C(CCn1cnc2ccccc21)N/N=C/C=C/c1ccccc1
  32	1%	1%	-2%	21	-11%[1.82 µM]	5%	-10%
> CC(=O)c1sc(N/N=C\c2ccc(Br)cc2)nc1C
  3	0%	1%	10%	1	0%	0%	-3%
> N=c1c2c(ncn1CCCO)Oc1ccc3ccccc3c1C2c1ccccc1 (stereo not given)
  15	35%	0%	-18%	-4	-8%	-1%	-1%
> O=C(O)c1ccc(CNC(=O)c2ccc(C(F)(F)F)cc2)cc1
  -14	1%	5%	2%	3	25%	-3%	-1%
> O=C(CC(c1ccccc1)c1ccco1)Nc1nccs1 (stereo not given)
  -3	.	0%	17%	-10	0%	19%	-3%
> O=C(Nc1ccccc1)C1=C[C@@H](c2csc3ccccc23)C[C@@H](OCc2ccc(CO)cc2)O1
  -51*	?	8%	-1%	-32	?	15%	3%
> CC(C)c1nn2c(=O)cc(COC(=O)c3ccc(NC(=O)COc4ccccc4)cc3)nc2s1
  .	-11%	.	.	5	0%	.	-8%
> O=C(OCC1OC(Oc2ccc(O)cc2)C(O)C(O)C1O)c1ccccc1 (stereo not given)
  -3	-10%	2%	12%	-7	21%	1%	-14%
> O=C(O)c1cc(S(=O)(=O)N2CCN(c3ccccn3)CC2)ccc1Cl
  -1	32%	-1%	-2%	-5	-19%	0%	-4%
> COc1ccc(OCC(=O)Nc2ccc3c(c2)nc(CCN2CCCC2)n3C)cc1
  -18	23%	0%	-6%	-6	10%	1%	-2%
> COc1ccc(CCNC(=S)Nc2ccc(C(C)C)cc2)cc1
  -20	?	-3%	-8%	-10	?	13%	?

Continued.
SMILES	DRD3 antagonist	FUS suppressor	aSyn rescue	EPAC2 antag	D3 ag	TDP-43 yeast inh	EPAC2 ag	Abeta rescue
COc1cc(-c2cc(NC(C)=O)c3ncc(-c4ccc(C(C)=O)cc4)n3c2)cc(OC)c1OC	7	?	-3%	-4%	6	-1%	9%	-22%
COc1cc(C(=O)N(C)C2CCCN(Cc3ccccc3F)C2)cc(OC)c1OC (stereo not given)	-11	1%	-2%	8%	-8	-28%	10%	-15%
O=C(NCc1ccco1)c1cccc(S(=O)(=O)N2CCCC2)c1	-15	-9%	5%	6%	1	-7%	3%	5%
Cc1ccc(-n2ncc3c(NNC(=O)c4ccccc4C)ncnc32)cc1	.	-8%	.	.	-6	0%	.	-11%
COc1ccccc1N(Cc1ccccc1)S(=O)(=O)c1cccc(C(=O)Nc2ncccc2C)c1	12	39%	-9%	6%	-3	-20%	2%	6%
Cc1ccc(Cn2c(SCCN3CCCCC3)nc3c2c(=O)[nH]c(=O)n3C)cc1	-18	-20%	3%	7%	-3	1%	3%	0%
CCOC(=O)c1ccc(NC(=O)CCn2ccc(C)n2)cc1	.	2%	.	.	12	21%	.	4%
Cc1cccc(NC(=O)CC2C(=O)NCCN2C(=O)Nc2ccc(Cl)cc2)c1 (stereo not given)	-4	6%	2%	-6%	-2	4%	-1%	13%
CCCOc1cccc(C2C(C(=O)c3cc4ccccc4o3)=C(O)C(=O)N2c2cc(C)on2)c1 (stereo not given)	0	1%	19%	24%	2	2%	-11%	.
Cc1noc(C)c1CSc1nnc(-c2c[nH]c3ccccc23)n1-c1ccc(Cl)cc1	0	-14%	2%	-2%	9	20%	-13%	0%
COc1ccccc1NC(=O)c1oc2ccccc2c1NC(=O)C(C)C	.	-17%	.	.	3	16%	.	-15%
CCOC(=O)c1ccc(NC(=O)CSc2nnc(C)n2-c2ccccc2)cc1	0	19%	-12%	11%	1	-2%	6%	15%
COc1ccc(-c2nnc3n(CCc4ccccc4)c(=O)c4ccccc4n23)cc1OC	10	21%	15%	-4%	2	40%	14%	-2%
CC(=O)c1c(O)c(C)c(O)c2c1OC1=Cc3c(c(C)nn3-c3ccccc3)C(=O)C12C (stereo not given)	4	17%	9%	-23%	-3	20%	1%	4%
N#CCCCSc1ncccc1-c1nc2ccccc2[nH]1	20	21%	4%	5%	6	-7%	9%	9%
O=C(COC(=O)c1cc2ccccc2oc1=O)c1cccc([N+](=O)[O-])c1	-12	-2%	1%	13%	0	15%	7%	-14%
CC(NC(=O)COC(=O)c1cccs1)c1ccccc1 (stereo not given)	8	19%	-1%	-19%	-6	-7%	-2%	-11%
NC(=O)c1cc(NC(=O)c2cc(Br)c(Br)s2)cc(C(N)=O)c1	6	17%	-5%	-7%	-4	27%	6%	-19%
C=CCn1c(COc2ccccc2)nc2ccccc21	-10	6%	14%	-19%	15	-11%[1.82 µM]	4%	20µM*
O=C(NNC(=O)C1CCC1)c1ccccc1	-6	-30%	0%	4%	-8	9%	6%	9%
O=C(CNC(=O)C1CCCCC1)OCC(=O)c1ccc(Br)cc1	5	5%	3%&0%	2%	3	14%	-2%	11%
Cc1ccc(C(=O)NCC(=O)OCc2cc(=O)n3nc(C4CC4)sc3n2)cc1	.	-1%	.	.	8	14%	.	-14%
COCCCNC(=O)CC(NS(=O)(=O)c1ccc(F)cc1)c1ccc(OC)cc1 (stereo not given)	16	-6%	-6%	8%	6	2%	5%	11%
CC(C)Cn1c(N)c(C(=O)COC(=O)c2ccc(Cl)cc2)c(=O)n(C)c1=O	6	25%	14%	2%	14	.	5%	14%
CCOC(=O)C1=CCN(S(=O)(=O)c2ccccc2C)C1c1cccc(C)c1 (stereo not given)	7	9%	14%	-25%	2	0%	5%	4%
Cc1cccc(C2CN(C)CCc3c2cc(O)c(O)c3Cl)c1 (stereo not given)	-26	-12%	-1%&-1%	4%	18	37%	6%	-20%
Cc1ccn(CCC(=O)NC2CC(C)(C)Cc3c2cnn3-c2ccccc2C)n1 (stereo not given)	0	-1%	-1%	4%	9	-17%	1%	-4%
CCOc1ccc(CNS(=O)(=O)c2ccc3[nH]c4c(c3c2)CCCC4)cc1OC	.	?	.	.	2	0%	.	-7%
